GSH bead fluor: compound fluoresces at 488/530 nm on GSH beads. GSH beads flow cytometry, compound fluorescence 488/530 nm; active compounds read high. 190,000 tested, 0.25% active. AID 1776. fluorescence (KMESF) at 10 µM; in the data active means fluorescence above about 89;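 further: glutathione beads carrying GST-tagged Bcl family fusion proteins plus one bare bead set; values are compound well signal with DMSO vehicle wells as background; inactives centre near 16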
Pf gamet viab: kills late stage P. falciparum gametocytes; P. falciparum stage V gametocytes, ATP luminescence, 24 h; inhibition, % at 10.9 µM; 150,000 tested, 0.065% active;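 active means inhibition above the mean plus 3 SD of compounds within the control limits, set per campaign, cut at about 38% in these data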;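 further: 0% = DMSO wells and 100% = medium only without gametocytes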
Rac1 act GTP bind: modulators of GTP binding to human Rac1 activated mutant. GST-Rac1 activated beads, fluorescent GTP binding, flow cytometry; actives lie on both sides; 100% means binding = to untreated wells. 190,000 tested, 0.11% active. percent activity (GTP binding), % at 10 µM. P63000. AID 764;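 active means GTP binding at least 20 percentage points away from the 100% baseline, in either direction, so actives lie on both sides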
HRas wt GTP: changes GTP binding to wildtype human HRas. GST-Ras wt beads, Bodipy-FL-GTP binding, flow cytometry; actives lie on both sides. GTP binding activity, % at 10 µM. P01112. 190,000 tested, 0.14% active;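 active means GTP binding activity at least 20% away from the 100% baseline, either lowered as inhibitor or raised as activator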;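 further: 0% = unlabeled GTP competition control and 100% = no-compound control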
Target sequence (P01112 whole entry, looked up): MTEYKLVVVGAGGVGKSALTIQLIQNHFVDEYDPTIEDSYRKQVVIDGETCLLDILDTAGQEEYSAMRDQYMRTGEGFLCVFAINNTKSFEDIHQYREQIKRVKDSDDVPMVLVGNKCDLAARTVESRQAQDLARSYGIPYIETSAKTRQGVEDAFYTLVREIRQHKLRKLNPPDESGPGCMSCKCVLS
Avidin fluor: avidin bead compound fluorescence profile. fluorescence (KMESF) at 10 µM. 220,000 tested, 0.38% active. Avidin beads, compound fluorescence 488/530 nm, flow cytometry; active compounds read high; in the data active means fluorescence above about 47; further: inactives centre near 10
Cdc42 wt GTP: changes GTP binding to wildtype human Cdc42; 190,000 tested, 0.2% active; percent activity (GTP binding), % at 10 µM; AID 761; GST-Cdc42 beads, Bodipy-GTP binding, flow cytometry; actives lie on both sides; P60953;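 active means percent activity GTP binding at least 20 points away from the 100% baseline, either down as inhibitor or up as activator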;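 further: median bead fluorescence of bound Bodipy-FL-GTP at 100 nM; 0% = excess unlabeled GTP control and 100% = no compound control; below 100% means less GTP binding so inhibitor and above means activator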
Target sequence (P60953 whole entry, looked up): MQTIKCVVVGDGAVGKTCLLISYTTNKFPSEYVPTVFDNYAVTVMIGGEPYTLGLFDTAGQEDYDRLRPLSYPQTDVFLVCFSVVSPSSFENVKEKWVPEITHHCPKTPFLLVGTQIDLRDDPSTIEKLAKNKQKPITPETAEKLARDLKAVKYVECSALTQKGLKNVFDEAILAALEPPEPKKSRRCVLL
Rab7 wt GTP bind: dog Rab7 wildtype GTP binding, inhibitors and activators; 190,000 tested, 0.055% active; GST-Rab7 beads, fluorescent GTP binding, flow cytometry; actives lie on both sides; untreated = 100%, excess cold GTP = 0%; AID 758; GTP binding activity (percent of control), % at 10 µM;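 active means fluorescent GTP binding to Rab7 beads changed by at least 20 points from the 100% baseline, either direction, mostly lower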;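 further: median green fluorescence of bound Bodipy-FL-GTP per Rab7 bead population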
Rac1 wt GTP bind: modulators of human Rac1 wildtype GTP binding; P63000; GST-Rac1 beads, fluorescent GTP binding, flow cytometry; actives lie on both sides; 0 = cold GTP competed, 100 = untreated; GTP binding activity (% of control), % at 10 µM; 190,000 tested, 0.27% active;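 active means GTP binding activity at least 20 points away from the 100% control level, either lower or higher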
Mcl1 Bid PPI: Mcl-1/Bid interaction inhibition; TR-FRET Mcl-1/Bid-Dy647 peptide binding, 1536-well; inhibition, % at 21.7 µM; 220,000 tested, 0.97% active;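 active means compounds that cut the binding signal by more than half at the single screening dose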;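 further: His-tagged Mcl-1 with europium anti-His antibody binding Bid BH3 peptide; 0% = Mcl-1 plus peptide wells and 100% = peptide-only wells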
Target sequence (Q07820 whole entry, looked up): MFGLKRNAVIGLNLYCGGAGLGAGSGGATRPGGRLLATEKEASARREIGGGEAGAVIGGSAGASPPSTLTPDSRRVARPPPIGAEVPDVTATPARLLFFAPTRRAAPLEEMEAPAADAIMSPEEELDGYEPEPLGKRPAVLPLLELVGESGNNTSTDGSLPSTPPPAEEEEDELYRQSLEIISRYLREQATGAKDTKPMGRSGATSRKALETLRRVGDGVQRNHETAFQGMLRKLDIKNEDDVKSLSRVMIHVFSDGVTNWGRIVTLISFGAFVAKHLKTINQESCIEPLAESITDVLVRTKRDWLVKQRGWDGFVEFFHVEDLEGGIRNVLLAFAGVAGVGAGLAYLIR
Mcl1 Noxa PPI: Mcl-1/Noxa interaction inhibition | Q07820 | TR-FRET Mcl-1/Noxa peptide binding, 2 h | inhibition, % at 21.7 µM | 220,000 tested, 1.5% active | AID 1022;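 active means compounds that cut the protein-peptide binding signal by more than 50% relative to plate controls in a single-dose test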;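 further: His-tagged Mcl-1 with rhodamine Noxa BH3 peptide and terbium anti-His antibody; 0% = Mcl-1 plus Noxa peptide wells and 100% = peptide-only wells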
Rab2A wt mod: changes GTP binding to wildtype dog Rab2A, up or down. GST-Rab2 wt beads, Bodipy-GTP binding, flow cytometry. 190,000 tested, 0.19% active. P61105. GTP binding activity, % at 10 µM;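 active means GTP binding activity at least 20 points away from 100%, either lowered or raised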;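 further: 0% = beads with excess unlabeled GTP and 100% = no-compound control corrected for plate trend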
An asterisk follows results filed as active; / = no result given.

molecule | Rac1 act GTP bind | Avidin fluor | Mcl1 Bid PPI | Cdc42 wt GTP | Rab7 wt GTP bind | Rab2A wt mod | Mcl1 Noxa PPI | Pf gamet viab | HRas wt GTP | Rac1 wt GTP bind | GSH bead fluor
CCS(=O)(=O)c1ccc2oc(Nc3ccc(C(C)C)cc3)nc2c1 | 98.0 | 10 | 5.6 | 102.0 | 105.0 | 102.0 | -3.1 | / | 104.0 | 107.0 | 29
C=CCc1ccc(OCCOCCNCCOC)c(OC)c1 | 100.0 | 8 | -29.1 | 102.0 | 103.0 | 101.0 | 7.6 | / | 100.0 | 103.0 | 14
O=C(c1ccc(CS(=O)(=O)c2ccccc2)o1)N1CCN(c2ncccn2)CC1 | 101.0 | 6 | -17.1 | 102.0 | 95.0 | 100.0 | 6.3 | / | 98.0 | 102.0 | 22
Cc1c(CN(C)CCc2ccccc2)c(=O)n(-c2ccccc2)n1C | 104.0 | 18 | 6.5 | 116.0 | 103.0 | 111.0 | 2.6 | -2.8 | 111.0 | 111.0 | 23
COc1ccc(CC(=O)NCC(c2ccc(OC)cc2)N(C)C)cc1 (centres undefined) | 93.0 | 12 | -14.6 | 95.0 | 105.0 | 99.0 | 2.9 | -12.9 | 98.0 | 99.0 | 10
CCOC(=O)c1cnn2c(C(F)(F)F)cc(-c3ccco3)nc12 | 93.0 | 28 | -9.7 | 97.0 | 96.0 | 95.0 | 5.4 | 29.9 | 97.0 | 99.0 | 17
Cc1cc(-c2ccc(C(=O)O)s2)cnc1N | 97.0 | 8 | 5.0 | 98.0 | 104.0 | 97.0 | 7.3 | 7.7 | 97.0 | 93.0 | 12
COCCn1c(C)cc(C(=O)COC(=O)c2ccc[nH]c2=O)c1C | 101.0 | 9 | -39.1 | 100.0 | 97.0 | 101.0 | -6.9 | / | 102.0 | 104.0 | 4
CC(C)c1ccc(NC(=S)NN2CCN(C)CC2)cc1 | 97.0 | 11 | -38.3 | 99.0 | 107.0 | 99.0 | 8.6 | -20.8 | 98.0 | 102.0 | 10
COc1cccc(C(=O)Cn2c(=O)n(CCC(=O)NCC3CCCO3)c(=O)c3cc(OC)c(OC)cc32)c1 (centres undefined) | 98.0 | 10 | 1.4 | 95.0 | 103.0 | 99.0 | 11.6 | 6.4 | 97.0 | 94.0 | 17
O=C(NCc1ccc2c(c1)OCO2)c1ccc(CN2CCOCC2)cc1 | 100.0 | 12 | -3.0 | 104.0 | 99.0 | 104.0 | -8.1 | / | 104.0 | 103.0 | 21
Cc1cc(C)c2[nH]c(=O)c(C(c3nnnn3C(C)(C)C)N3CCN(C(=O)c4ccco4)CC3)cc2c1 (centres undefined) | 99.0 | 15 | -1.2 | 101.0 | 100.0 | 101.0 | 18.1 | / | 101.0 | 99.0 | 27
O=C(COc1cnc2ccccc2n1)NCCC1=CCCCC1 | 93.0 | 12 | -57.8 | 95.0 | 99.0 | 97.0 | 6.5 | / | 100.0 | 97.0 | 39
Cc1noc(/C=C/N(C)C)c1S(=O)(=O)N1CCC(C(=O)O)CC1 | 99.0 | 6 | -31.2 | 103.0 | 98.0 | 101.0 | 10.2 | / | 100.0 | 105.0 | 11
C=CCn1c(CCC(O)COCCC)n[nH]c1=S (centres undefined) | 95.0 | 5 | -43.5 | 96.0 | 99.0 | 98.0 | -1.6 | -10.2 | 96.0 | 96.0 | 27
S=c1[nH]nc(C2CCCCC2)n1/N=C/c1ccncc1 | 96.0 | 9 | -25.0 | 94.0 | 98.0 | 95.0 | 16.0 | -7.2 | 96.0 | 97.0 | 8
Cc1ccc(SC(C)C(=O)Nc2ccncc2)cc1 (centres undefined) | 95.0 | 36 | -14.2 | 99.0 | 98.0 | 96.0 | 2.5 | / | 98.0 | 97.0 | 19
O=C(NNC(=S)NC(=O)c1ccccc1[N+](=O)[O-])c1ccccc1Cl | 100.0 | 2 | -107.8 | 96.0 | 104.0 | 98.0 | -59.0 | 6.5 | 101.0 | 100.0 | 6
CCC(C)NC(=O)CSc1nc2c(sc3ccccc32)c(=O)n1CCCN1CCOCC1 (centres undefined) | 96.0 | 4 | -16.2 | 97.0 | 96.0 | 97.0 | -31.1 | 12.2 | 96.0 | 99.0 | 15
CC(=O)N(/N=C/c1cccc(C)c1)c1nc(-c2ccc(Br)cc2)cs1 | 98.0 | 7 | 99.0* | 98.0 | 100.0 | 96.0 | 2.3 | / | 99.0 | 99.0 | 25
COc1ccc2c(C(=O)CN3CCN(c4ccccc4)CC3)c[nH]c2c1 | 101.0 | 17 | -39.3 | 109.0 | 103.0 | 106.0 | 12.1 | 11.8 | 105.0 | 107.0 | 36
Cn1c(=O)oc2cc(S(=O)(=O)N3CCCC(C(=O)Nc4ccc5c(c4)OCCO5)C3)ccc21 (centres undefined) | 96.0 | 6 | -11.2 | 96.0 | 95.0 | 96.0 | 17.6 | / | 97.0 | 97.0 | 17
CC(C(=O)NCCCc1ccccc1)c1ccc([N+](=O)[O-])cc1 (centres undefined) | 95.0 | 7 | -32.8 | 96.0 | 109.0 | 101.0 | 15.0 | -17.2 | 102.0 | 102.0 | 13
COc1ccccc1C(=O)NCc1ccccn1 | 98.0 | 13 | -40.1 | 99.0 | 100.0 | 99.0 | -15.0 | 17.4 | 97.0 | 99.0 | 11

In another format: entries from further up.
Under each structure: Rac1 act GTP bind	Avidin fluor	Mcl1 Bid PPI	Cdc42 wt GTP	Rab7 wt GTP bind	Rab2A wt mod	Mcl1 Noxa PPI	Pf gamet viab	HRas wt GTP	Rac1 wt GTP bind	GSH bead fluor
> COc1cccc(C(=O)Cn2c(=O)n(CCC(=O)NCC3CCCO3)c(=O)c3cc(OC)c(OC)cc32)c1 (centres undefined)
→ 98.0	10	1.4	95.0	103.0	99.0	11.6	6.4	97.0	94.0	17
> O=C(NCc1ccc2c(c1)OCO2)c1ccc(CN2CCOCC2)cc1
→ 100.0	12	-3.0	104.0	99.0	104.0	-8.1	/	104.0	103.0	21
> Cc1cc(C)c2[nH]c(=O)c(C(c3nnnn3C(C)(C)C)N3CCN(C(=O)c4ccco4)CC3)cc2c1 (centres undefined)
→ 99.0	15	-1.2	101.0	100.0	101.0	18.1	/	101.0	99.0	27
> O=C(COc1cnc2ccccc2n1)NCCC1=CCCCC1
→ 93.0	12	-57.8	95.0	99.0	97.0	6.5	/	100.0	97.0	39
> Cc1noc(/C=C/N(C)C)c1S(=O)(=O)N1CCC(C(=O)O)CC1
→ 99.0	6	-31.2	103.0	98.0	101.0	10.2	/	100.0	105.0	11
> C=CCn1c(CCC(O)COCCC)n[nH]c1=S (centres undefined)
→ 95.0	5	-43.5	96.0	99.0	98.0	-1.6	-10.2	96.0	96.0	27
> S=c1[nH]nc(C2CCCCC2)n1/N=C/c1ccncc1
→ 96.0	9	-25.0	94.0	98.0	95.0	16.0	-7.2	96.0	97.0	8
> Cc1ccc(SC(C)C(=O)Nc2ccncc2)cc1 (centres undefined)
→ 95.0	36	-14.2	99.0	98.0	96.0	2.5	/	98.0	97.0	19
> O=C(NNC(=S)NC(=O)c1ccccc1[N+](=O)[O-])c1ccccc1Cl
→ 100.0	2	-107.8	96.0	104.0	98.0	-59.0	6.5	101.0	100.0	6
> CCC(C)NC(=O)CSc1nc2c(sc3ccccc32)c(=O)n1CCCN1CCOCC1 (centres undefined)
→ 96.0	4	-16.2	97.0	96.0	97.0	-31.1	12.2	96.0	99.0	15
> CC(=O)N(/N=C/c1cccc(C)c1)c1nc(-c2ccc(Br)cc2)cs1
→ 98.0	7	99.0*	98.0	100.0	96.0	2.3	/	99.0	99.0	25
> COc1ccc2c(C(=O)CN3CCN(c4ccccc4)CC3)c[nH]c2c1
→ 101.0	17	-39.3	109.0	103.0	106.0	12.1	11.8	105.0	107.0	36

(listing goes on)
molecule | Rac1 act GTP bind | Avidin fluor | Mcl1 Bid PPI | Cdc42 wt GTP | Rab7 wt GTP bind | Rab2A wt mod | Mcl1 Noxa PPI | Pf gamet viab | HRas wt GTP | Rac1 wt GTP bind | GSH bead fluor
O=C(O)CC1NC(=O)N(c2ccccc2)C1=O (centres undefined) | 101.0 | 15 | -16.6 | 102.0 | 102.0 | 102.0 | -25.1 | / | 101.0 | 105.0 | 28
CC(C)(C)NC(=O)COC(=O)/C=C/c1ccccc1[N+](=O)[O-] | 102.0 | 21 | -27.0 | 103.0 | 106.0 | 105.0 | 10.1 | / | 104.0 | 103.0 | 8
COc1ccc(-c2nc3ccccc3[nH]2)cc1 | 96.0 | 14 | -21.8 | 95.0 | 100.0 | 100.0 | 12.8 | 11.7 | 101.0 | 94.0 | 10
CCN(CC(=O)Nc1ccc2c(c1)OCCO2)S(=O)(=O)c1cccs1 | 100.0 | 35 | 64.3* | 104.0 | 104.0 | 103.0 | 3.8 | 7.3 | 103.0 | 105.0 | 18
Cc1cc(OC(=O)c2ccco2)c2c(C)cc(=O)oc2c1 | 96.0 | 19 | -23.0 | 96.0 | 100.0 | 101.0 | -14.4 | 5.2 | 98.0 | 97.0 | 26
Cc1cccc(OCCC(=O)NCC(c2ccco2)N2CCCCC2)c1 (centres undefined) | 99.0 | 7 | 10.8 | 102.0 | 103.0 | 101.0 | 2.7 | 14.8 | 100.0 | 101.0 | 32

Screening data: PubChem, several laboratories
